Screening results (PubChem BioAssay)
PAFAH1B2 FP inh: inhibitors of human PAFAH1B2; P68402; recombinant PAFAH1B2, FP-rhodamine activity probe, fluorescence polarization; inhibition, % at 3.39 µM; actives 1.2% (n = 340,000);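 active = inhibition above the mean of all tested compounds plus 3 SD, cut at about 24% in these data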;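 also: 0% = enzyme with DMSO and 100% = wells lacking PAFAH1B2; many of its hits are not listed in these tables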
Target sequence (P68402 whole entry, looked up): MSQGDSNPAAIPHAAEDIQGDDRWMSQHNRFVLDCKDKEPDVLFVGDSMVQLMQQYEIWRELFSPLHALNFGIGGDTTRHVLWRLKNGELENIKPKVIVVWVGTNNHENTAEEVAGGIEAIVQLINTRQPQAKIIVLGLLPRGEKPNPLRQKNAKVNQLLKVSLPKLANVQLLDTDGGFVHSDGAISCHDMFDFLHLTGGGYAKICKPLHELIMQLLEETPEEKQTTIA
pPAFAH FP inh: inhibitors of human plasma PAF acetylhydrolase (pPAFAH) | recombinant pPAFAH, FP-rhodamine probe fluorescence polarization | actives 1.5% (n = 330,000) | Q13093 | inhibition, % at 3.39 µM;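 active = inhibition above the mean inhibition across the screen plus 3 SD, cut at about 25% in these data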;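 also: inhibitors block binding of the rhodamine activity-based probe so polarization drops; 0% = enzyme with DMSO and 100% = wells lacking pPAFAH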
PAFAH2 inh: inhibitors of human PAFAH2. inhibition, % at 3.39 µM. actives 0.99% (n = 340,000). recombinant PAFAH2, FP-rhodamine activity probe, fluorescence polarization. Q99487;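 active = inhibition above the mean over all tested compounds plus 3 SD, cut at about 30% in these data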;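 also: inhibitors block probe labeling of enzyme so polarization drops; 0% = enzyme with DMSO and 100% = wells lacking PAFAH2 protein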
LYPLA1 counter: LYPLA1 (human) inhibition in PME1 counter-screen | O75608 | recombinant LYPLA1, FP-Rh probe fluorescence polarization | inhibition, % at 5.9 µM | actives 0.16% (n = 320,000);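 active = inhibition above the mean of all tested compounds plus 3 SD, set per campaign, cut at about 14% in these data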;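 also: inhibitors block serine hydrolase probe labeling of LYPLA1 so polarization falls; 0% = enzyme with DMSO and 100% = wells lacking LYPLA1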
Target sequence (O75608 whole entry, looked up): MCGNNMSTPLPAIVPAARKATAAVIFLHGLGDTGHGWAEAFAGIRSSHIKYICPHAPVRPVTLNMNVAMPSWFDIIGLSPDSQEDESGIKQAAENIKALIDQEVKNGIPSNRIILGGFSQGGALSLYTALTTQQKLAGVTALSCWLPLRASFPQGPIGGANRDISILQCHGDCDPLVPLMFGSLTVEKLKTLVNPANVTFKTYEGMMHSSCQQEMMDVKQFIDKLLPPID
PAFAH1B3 FP inh: blocks human PAF acetylhydrolase 1B catalytic subunit 3; recombinant PAFAH1B3, FP-rhodamine probe, fluorescence polarization; inhibition, % at 3.39 µM; actives 0.28% (n = 340,000); AID 492972;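 active = inhibition above the screen-wide average of all tested compounds plus 3 SD, cut at about 25% in these data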;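 also: 0% = enzyme with DMSO only and 100% = wells lacking PAFAH1B3 protein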
Target sequence (Q15102 whole entry, looked up): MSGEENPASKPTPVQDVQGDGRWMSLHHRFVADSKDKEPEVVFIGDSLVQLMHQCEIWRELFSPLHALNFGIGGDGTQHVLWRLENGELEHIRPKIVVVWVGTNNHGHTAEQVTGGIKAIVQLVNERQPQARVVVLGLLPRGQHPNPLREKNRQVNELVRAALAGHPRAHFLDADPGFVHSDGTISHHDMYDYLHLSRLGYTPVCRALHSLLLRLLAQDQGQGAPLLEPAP
LYPLA2 counter: LYPLA2 (human) inhibition in PME1 counter-screen; O95372; recombinant LYPLA2, FP-Rh probe fluorescence polarization; inhibition, % at 5.9 µM; actives 0.38% (n = 320,000); AID 2177;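 active = inhibition above the screen-wide mean plus 3 SD, limit set per campaign, cut at about 26% in these data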;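 also: 0% = LYPLA2 with DMSO and 100% = wells lacking LYPLA2 enzyme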
Target sequence (O95372 whole entry, looked up): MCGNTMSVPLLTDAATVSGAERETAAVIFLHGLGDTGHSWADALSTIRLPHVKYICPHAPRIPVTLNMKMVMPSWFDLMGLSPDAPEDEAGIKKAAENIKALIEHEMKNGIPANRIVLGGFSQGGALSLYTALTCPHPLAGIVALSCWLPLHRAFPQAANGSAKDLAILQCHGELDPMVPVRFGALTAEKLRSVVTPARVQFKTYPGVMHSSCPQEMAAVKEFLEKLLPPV
PREPL inh: human PREPL enzyme inhibition; Q4J6C6; recombinant PREPL, fluorescence polarization activity-based probe; inhibition, % at 5.96 µM; actives 0.68% (n = 320,000); in the data active = inhibition above about 43%;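 also: 0% = enzyme with DMSO and 100% = wells lacking enzyme; many of its hits are not listed in these tables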
ZTA DNA inh: counter-screen for EBNA-1 inhibitors: inhibitors of Epstein-Barr virus ZTA. P03206. ZTA-DNA binding, fluorescence polarization. inhibition, % at 11 µM. actives 0.15% (n = 320,000); in the data active = inhibition above about 33%
EBNA-1 inh: blocks EBNA-1 binding to DNA; actives 0.34% (n = 300,000); EBNA-1 DNA binding, fluorescence polarization; inhibition, % at 14.8 µM; in the data active = inhibition above about 28%
* marks the source's active call; other numbers are inactive results; · = not tested or not shown. Some of the compounds tested; the hit share may differ from the screen's.

nr	Molecule	EBNA-1 inh	LYPLA2 counter	PAFAH1B3 FP inh	ZTA DNA inh	PAFAH2 inh	LYPLA1 counter	PREPL inh	PAFAH1B2 FP inh	pPAFAH FP inh
1	O=c1[nH]c(=O)n(-c2ccc(F)cc2)c2c1C(C(F)(F)F)(C(F)(F)F)N=C(c1ccc(F)cc1)N2	2.0	-3.4	1.7	0.2	-0.5	-4.8	4.4	1.7	-1.5
2	O=C(CN1CCN(c2nc(-c3ccccc3)cs2)CC1)NNC(=O)c1ccc(Br)cc1	-2.2	1.5	3.1	3.3	5.7	-3.3	16.4	-2.6	8.3
3	CCCn1nc(NC(=O)C(C)(C)C)c2cc3cc(OC)ccc3nc21	6.7	2.3	-1.8	5.5	2.1	1.6	-0.3	-0.7	-0.4
4	O=C(O)c1ccc(C=NNC(=O)c2ccccc2NS(=O)(=O)c2cccs2)cc1	·	·	14.4	·	-11.5	·	5.0	6.1	5.0
5	CCOC(=O)Cn1c(=O)oc2cc(S(=O)(=O)N3CCC(N4CCCCC4)CC3)ccc21	-14.4	-2.9	3.0	-21.8	9.6	-0.7	26.4	7.8	-7.3
6	O=C(O)c1ccc2c(=O)n(-c3ccc(F)cc3)c(=S)[nH]c2c1	5.4	-1.9	7.4	-14.5	8.0	0.5	9.5	-2.3	-1.1
7	COc1ccc(C)cc1NC(=O)NNC(=O)C(C)Oc1ccc(F)cc1Cl (centres undefined)	8.8	-4.2	0.3	-5.5	-3.3	3.0	-1.2	-1.9	5.3
8	Nc1nnnn1N=C1CCCCC1	-9.5	6.1	10.6	-13.4	0.9	2.0	7.0	-1.2	4.1
9	Cc1csc(Nc2ccc(Cl)cc2)[n+]1-c1ccc(Cl)cc1	6.9	-0.7	1.3	9.1	-2.0	-4.5	-6.1	-0.9	4.2
10	CCCC(C)NC(=O)COc1ccc(Sc2ccc(OCC(=O)NC(C)CCC)cc2)cc1 (centres undefined)	-1.6	2.8	4.2	4.5	-1.2	1.1	-3.0	4.3	0.1
11	Cn1c(CSCc2ccccc2)nnc1SCC(=O)Nc1ccc(C(=O)O)cc1	-11.2	-2.7	1.4	4.3	0.5	0.1	-1.8	3.9	-0.7
12	CCCn1nc(C(=O)Nc2ccc3c(c2)OCCO3)c2ccccc2c1=O	·	4.1	6.5	-6.0	5.6	2.5	8.8	1.5	0.1

Next section
nr	Molecule	EBNA-1 inh	LYPLA2 counter	PAFAH1B3 FP inh	ZTA DNA inh	PAFAH2 inh	LYPLA1 counter	PREPL inh	PAFAH1B2 FP inh	pPAFAH FP inh
13	COc1ccc(N2Cc3ccccc3/C2=N\C(=O)Nc2ccccc2)cc1	-3.5	-0.3	-4.6	-1.4	-6.1	-1.1	17.1	0.8	-3.7
14	COc1cccc(CN(C(=O)c2cnccn2)C(C(=O)NC2CCCCC2)c2cc(OC)c(OC)c(OC)c2)c1 (centres undefined)	7.7	1.9	1.5	2.7	7.9	-2.9	-4.0	4.5	1.3
15	Cc1nn(CC(=O)Nc2ccc3c(c2)nc2n3CCN(C3CCCCC3)C2)c(=O)c2ccccc12	2.0	6.1	1.9	5.0	8.4	1.7	8.6	2.4	13.2
16	CC1Cc2cc(/C(O)=C3/C(=O)C(=O)N(CCN4CCOCC4)C3c3cccc(Cl)c3)ccc2O1 (centres undefined)	-3.8	-7.1	4.0	16.0	2.8	-3.0	2.9	3.5	1.1
17	Cn1c(SCC(=O)Nc2ccc(N3CCOCC3)c(Cl)c2)nnc1-c1ccccc1	-7.4	3.9	·	-9.2	·	5.7	14.3	·	-5.8
18	CC(=O)Nc1ccc(S(=O)(=O)N2C(C)CCCC2C)cc1 (centres undefined)	-1.2	2.6	9.1	-22.6	5.5	3.8	1.2	6.3	5.6
19	Cc1ccccc1C(=O)NCC(=O)N1CCN(C/C=C/c2ccccc2)CC1	·	·	6.3	·	-1.4	·	31.0	-2.6	5.0
20	COc1ccc(-c2ocnc2C(=O)Nc2ccccc2N2CCCCC2)cc1	6.5	-3.8	2.2	-3.1	-0.4	-5.0	3.9	-0.7	1.2
21	O=C(CN1CCCCC1)Nc1ccccc1Cl	-2.2	-1.4	-1.9	9.9	-3.2	-0.6	-3.1	3.1	-1.9
22	Nc1nc(SCC(=O)OCc2ccccc2)[nH]c(=O)c1NC(=O)c1ccco1	-14.5	-0.1	2.7	-4.8	-5.3	1.2	11.8	0.0	-6.4
23	CC(=O)Nc1ccc(C(=O)N2CCN(C(=O)c3ccco3)CC2)cc1	3.7	5.0	8.1	-10.0	-2.0	2.0	2.1	2.4	2.1
24	CN(C(=O)c1ccc(Br)o1)C1CCCCC1	-0.7	1.3	-4.4	10.2	-4.3	3.0	-0.7	7.0	1.4

(cont.)
nr	Molecule	EBNA-1 inh	LYPLA2 counter	PAFAH1B3 FP inh	ZTA DNA inh	PAFAH2 inh	LYPLA1 counter	PREPL inh	PAFAH1B2 FP inh	pPAFAH FP inh
25	Cc1nc(Cl)c2c(n1)NC(=O)CO2	1.0	0.6	·	11.4	·	-2.1	-7.6	·	-0.1
26	COc1ccc(/C=N/Nc2nncn2N)cc1Br	-5.7	-5.0	2.9	5.2	-2.1	-5.8	20.9	2.6	1.4
27	Cc1cccc(Oc2coc3cc(OC(=O)c4cncc(Br)c4)ccc3c2=O)c1	8.2	-5.3	-0.7	3.4	4.0	0.0	5.3	-7.0	1.3
28	COc1ccc(N2C(=O)CC(N(CCc3ccccc3)C(=O)c3ccccc3)C2=O)cc1 (centres undefined)	0.1	5.9	3.1	-5.4	-4.6	-0.8	-2.7	3.4	7.7
29	O=C(Nc1ccc(Cl)cc1)C1=Cc2cc(Cl)ccc2OC1	16.6	-44.4	1.2	13.2	-7.4	-19.6	-3.9	-0.2	-15.3
30	Cc1nn(C(C)C(=O)Nc2ccccc2Cl)c(=O)c2nn(-c3ccccc3)c(C)c12 (centres undefined)	-6.3	-1.2	1.1	-11.8	1.5	-2.8	-3.3	-4.5	-0.8
31	CCOC(=O)C1=C(C)NC(C)=C(C(=O)OCC)C1c1ccccc1/C=C/C(=O)OC(C)(C)C	-0.7	0.0	·	1.9	·	-2.8	11.2	·	8.9
32	CCn1c(SCC(=O)Nc2ncc(C(F)(F)F)cc2Cl)nnc1-c1ccccc1	4.4	-0.9	8.8	7.9	-3.7	2.0	5.1	6.0	0.0
33	CC(=O)OCC(=O)[C@@]1(O)CC[C@H]2[C@@H]3CCC4=CC(=O)CC[C@]4(C)[C@H]3C(=O)C[C@@]21C	5.7	-2.4	3.9	9.8	-8.1	0.3	-4.3	8.9	2.5
34	Cc1nc2scc(-c3cccs3)c2c(=O)n1CC(=O)O	9.4	-6.2	2.6	5.6	8.2	-0.3	0.9	5.0	1.9
35	CCOC(=O)/C(C#N)=C\c1ccco1	-16.7	0.9	-1.6	0.0	1.0	-1.6	1.5	-4.0	-1.8
36	COc1cccc(C2CC(c3ccccc3Cl)n3ncnc3N2)c1 (centres undefined)	-5.0	3.2	0.9	-3.2	6.7	-3.5	-39.3	3.1	4.1

Continuation.
nr	Molecule	EBNA-1 inh	LYPLA2 counter	PAFAH1B3 FP inh	ZTA DNA inh	PAFAH2 inh	LYPLA1 counter	PREPL inh	PAFAH1B2 FP inh	pPAFAH FP inh
37	CCS(=O)(=O)N1CCN(C(=O)C(c2ccccc2)c2ccccc2)CC1	-0.8	-1.0	2.8	-3.9	4.2	-3.6	21.4	0.0	-1.4
38	CC1=CC(C)(C)NC(=S)N1C(C)c1ccccc1 (centres undefined)	-2.0	2.3	7.3	0.5	-4.4	0.2	-0.7	4.0	1.8
39	N#Cc1c(-c2ccccc2F)cc(-c2cccnc2)nc1N	8.0	2.9	-1.1	-8.8	-1.2	1.5	-1.7	2.7	22.1
40	O=C(O)c1ccccc1-n1c(-c2ccccc2)cc2c1CCCC2=O	7.8	-11.4	4.5	-6.8	-0.3	-2.3	-0.3	11.8	1.2
41	CC(=O)[C@@H]1[C@@H]2C(=O)N(Cc3ccccc3)C(=O)[C@@H]2C2c3ccccc3C=CN21 (some centres undefined)	-3.3	-0.4	9.1	6.0	5.8	-2.2	0.3	2.6	9.2
42	CCOC(=O)CN1NC2(CCCC(C)C2)NC1=S (centres undefined)	-16.7	-2.8	8.6	9.2	1.2	2.0	12.1	4.1	-1.3
43	O=C(Cc1cccs1)Nc1nnc(SCc2ccc(C(F)(F)F)cc2)s1	1.5	-5.1	2.3	8.5	0.1	-8.9	-4.0	-0.6	5.5
44	O=C(Nc1ccc(S(=O)(=O)Nc2ccnn2-c2ccccc2)cc1)C(F)(F)F	-7.6	-2.2	10.7	-4.5	-2.4	0.2	1.2	1.2	6.6
45	COCCNC(=O)c1cc(-c2ccncc2)nc2ccc(S(=O)(=O)N3CCOCC3)cc12	-8.1	7.3	0.7	-14.6	-7.9	0.0	2.2	1.0	-5.5
46	COc1ccc([N+](=O)[O-])cc1NS(=O)(=O)c1ccc(C)cc1	-4.2	8.6	-0.7	-1.4	1.5	3.1	4.6	2.9	-0.7
47	C=C(C)CSc1nnc(CCNC(=O)OC(C)(C)C)o1	1.4	0.3	6.9	-7.9	3.5	0.0	13.8	0.5	1.4
48	O=[N+]([O-])c1cccc(C2(O)COc3ccccc3O2)c1 (centres undefined)	9.8	-7.5	10.7	-1.4	3.9	-6.1	14.4	0.0	4.7

Going on with the list:
nr	Molecule	EBNA-1 inh	LYPLA2 counter	PAFAH1B3 FP inh	ZTA DNA inh	PAFAH2 inh	LYPLA1 counter	PREPL inh	PAFAH1B2 FP inh	pPAFAH FP inh
49	O=C(c1nc2ccc(Cl)cn2c1CN1CCC(O)CC1)N1CCc2ccccc2C1	4.3	1.8	8.4	2.0	0.0	1.9	23.7	1.5	0.1
50	Cc1ccc(NC(=O)CC(NCC2CCCO2)C(=O)O)cc1C (centres undefined)	-11.0	-2.8	2.0	10.2	0.7	-1.8	12.8	3.8	1.9
51	CCN1CCN(CCC2Oc3cc([N+](=O)[O-])ccc3NC2=O)CC1 (centres undefined)	-4.9	-2.7	0.6	1.9	-7.7	-2.1	17.4	7.4	-7.7
52	Cc1ccc(S(=O)(=O)NCCS(=O)(=O)N2CCN(c3ccccc3)CC2)cc1	-5.6	6.4	0.0	-8.6	2.2	0.3	-49.4	14.5	1.4
53	O=C(CCSc1ccccc1)NC(=O)COC(=O)c1ccc(OC(F)F)cc1	9.7	14.9	-1.2	-0.3	4.4	3.0	13.8	0.0	9.7
54	Cc1cccc(NC(=O)CCc2c(C)nc3ncnn3c2C)n1	-6.9	-2.4	1.4	12.0	0.4	-4.0	20.4	1.6	-0.4

Looked up one by one from the list above (2):
nr	Molecule	EBNA-1 inh	LYPLA2 counter	PAFAH1B3 FP inh	ZTA DNA inh	PAFAH2 inh	LYPLA1 counter	PREPL inh	PAFAH1B2 FP inh	pPAFAH FP inh
50	Cc1ccc(NC(=O)CC(NCC2CCCO2)C(=O)O)cc1C (centres undefined)	-11.0	-2.8	2.0	10.2	0.7	-1.8	12.8	3.8	1.9
49	O=C(c1nc2ccc(Cl)cn2c1CN1CCC(O)CC1)N1CCc2ccccc2C1	4.3	1.8	8.4	2.0	0.0	1.9	23.7	1.5	0.1
